# APJ antagonist: antagonists of human APJ apelin receptor; 330,000 compounds, 0.32% hits; P35414; inhibition, % at 20 µM; CHO-K1 APJ beta-arrestin complementation, luminescence;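 active = inhibition above about 40% at 20 µM, limit read from the data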;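 note: cells challenged with 10 nM apelin-13 agonist together with compound; plate controls were apelin-13 plus DMSO wells for no effect and DMSO wells lacking apelin-13 for full effect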
# Target sequence (P35414 whole entry, looked up): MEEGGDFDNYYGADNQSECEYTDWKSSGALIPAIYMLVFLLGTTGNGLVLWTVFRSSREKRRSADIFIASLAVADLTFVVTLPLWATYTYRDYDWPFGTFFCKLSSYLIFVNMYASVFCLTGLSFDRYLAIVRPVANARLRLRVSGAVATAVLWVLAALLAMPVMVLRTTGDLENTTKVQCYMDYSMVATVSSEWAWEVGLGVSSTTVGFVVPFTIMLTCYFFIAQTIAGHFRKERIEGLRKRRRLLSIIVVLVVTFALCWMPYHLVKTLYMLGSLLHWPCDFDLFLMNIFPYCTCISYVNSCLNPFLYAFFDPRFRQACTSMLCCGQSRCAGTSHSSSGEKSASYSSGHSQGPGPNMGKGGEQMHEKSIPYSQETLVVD
# XBP1 UPR activ: activators of adaptive arm of unfolded protein response (XBP1); AID 463104; 330,000 compounds, 0.33% hits; activation, % at 20 µM; CHO-XBP1 luciferase reporter, IRE1-XBP1 UPR activation, luminescence; percent of tunicamycin response, DMSO as zero;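 active = versus positive control, 20 µM dose yields 30% or more activation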;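 note: 100% = tunicamycin at 10 µg/mL and 0% = DMSO only wells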
#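 Material – CHO cell line with stable XBP1 luciferase reporter · Buffer or medium – F12 plus 10% FBS · Compound – single point, 20 µM final compound, 1% DMSO · Schedule – 16-18 h cell attachment at 37 °C, then 6 h compound exposure · Signal – Steady-Glo luminescence read · Benchmarks – high control tunicamycin 10 µg/mL final, low control DMSO vehicle only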
# Mdm2 MdmX PPI: inhibitors of human Mdm2/MdmX interaction | O15151+Q00987 | SaOS-2 split-luciferase Mdm2/MdmX complementation, luminescence | inhibition, % at 8 µM | 330,000 compounds, 3% hits;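 active = inhibition of at least 50% at 8 µM in the primary screen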
# Jurkat NFkB inh: inhibitors of the PMA/ionomycin-induced NF-kB reporter in Jurkat cells | PMA/ionomycin-induced NF-kB luciferase reporter, luminescence | inhibition, % at 4 µM | 330,000 compounds, 0.53% hits; in the data active = inhibition above about 50%
# 697 NFkB inh: inhibitors of the PMA/ionomycin-induced NF-kB reporter in 697 B cells. 697 B-cell NF-kB luciferase reporter, 16 h. inhibition, % at 4 µM. 330,000 compounds, 0.33% hits; in the data active = inhibition above about 35%
# CHOP UPR activ: activators of apoptotic arm of unfolded protein response (CHOP) | AID 449763 | activation, % at 10 µM | CHO-CHOP luciferase reporter, UPR activation, luminescence; percent of tunicamycin response over DMSO baseline | 330,000 compounds, 0.34% hits;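 active = at 10 µM dose, activation of 40% or more, normalized to positive control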;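 note: 100% = tunicamycin at 10 µg/mL and 0% = DMSO alone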
#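 Test system: CHO CHOP reporter cells. Input: 500 CHO-CHOP cells per well. Medium: F12 with 10% FBS. Technique: luciferase luminescence. Measure: percent activation relative to tunicamycin control. Dosing: 10 µM compound, 0.5% DMSO. Timing: 16-18 h cell attachment, then 6 h compound exposure, 37 °C.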
# APJ ag: activates the human apelin receptor APJ; P35414; CHO-K1 APJ PathHunter beta-arrestin, luminescence; 0% DMSO wells, 100% apelin; activation, % at 20 µM; 330,000 compounds, 0.11% hits; AID 2520;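 active = activation more than six SD over the plate average, tested at 20 µM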;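 note: 0% = DMSO alone and 100% = apelin-13 at 10 nM; some results filed as inactive read as strong as hits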
#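 system = engineered CHO-K1 APJ arrestin reporter cells | input = 1000 cells per well | timing = overnight seeding, 90 min compound at 25 °C, 1 h detection | measured by = enzyme-fragment complementation luminescence | read-out = beta-arrestin recruitment to APJ as agonist activity, luminescent signal | control set = negative DMSO alone, positive Apelin-13 at 10 nM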
# tim23-1 inh: tim23-1 yeast growth inhibition | S. cerevisiae tim23-1 growth, BacTiter-Glo luminescence, 24 h | inhibition, % at 20 µM | 330,000 compounds, 1.3% hits | AID 463212;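 active = growth inhibition of the mutant yeast at or above 50%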;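 note: temperature-sensitive mutant grown at 25 °C; plate controls were DMSO-treated mutant yeast for no effect and medium wells lacking yeast for full effect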
# Starred values were filed as active, the others as inactive.
SMILES	APJ antagonist	XBP1 UPR activ	Mdm2 MdmX PPI	Jurkat NFkB inh	697 NFkB inh	CHOP UPR activ	APJ ag	tim23-1 inh
O=C1c2ccccc2C(=O)N1/N=C/c1ccc(O)c(O)c1	-7.7	72.0*	-5.1	9.5	-83.3	53.9*	0.2	11.3
COC(=O)c1ccc(COc2ccc(C#N)cc2)o1	4.7	-1.7	29.4	-0.4	-9.2	4.7	-3.9	9.9
O=C(/C=C/c1cccnc1)c1ccc(NC(=O)c2cccc(Br)c2)cc1	17.9	9.7	8.4	-7.3	-14.0	91.3*	5.2	5.5
CC(NCC(O)COCc1cccs1)C1CC2CCC1C2 (stereo not drawn)	13.5	2.6	8.6	-13.5	-4.5	1.6	3.1	11.7
COc1ccc(CCNC(=O)c2cccnc2)cc1	7.1	0.3	2.1	-15.5	-12.9	-1.2	-1.3	12.5
Cc1nc(NCC2CCCO2)c2nnn(Cc3ccccc3)c2n1 (stereo not drawn)	-6.5	0.5	16.9	7.4	3.1	0.2	-2.1	-12.7
O=C(Cc1cccc(C(F)(F)F)c1)NCc1cccc(Cl)c1	5.3	0.0	12.0	-0.8	1.0	0.7	-2.1	31.9
Fc1ccc(-n2c(-c3cccs3)nc3nc4ccccc4nc32)cc1	-2.0	1.1	19.9	-3.7	-38.0	4.1	-1.9	19.6
Cn1c(Cc2nc3ccccc3n2C)nc2ccccc21	-2.0	-0.4	12.8	4.7	11.7	0.8	0.3	-10.4
C=CCn1c(CCSCc2ccccc2)n[nH]c1=S	3.3	-1.5	-11.9	9.4	-3.1	-0.3	-0.1	12.0
Cc1cc(S(=O)(=O)N(Cc2ccccc2Cl)c2ccc3c(c2)CCC3)ccc1-n1cnnn1	-4.9	-1.2	-16.1	11.2	4.9	3.1	1.4	7.0
COc1ccc(C=O)cc1OS(=O)(=O)c1ccc(NC(C)=O)cc1	-5.3	1.0	4.2	7.3	3.6	-0.2	-0.7	-13.8
COc1ccc(CCn2c(C(C)C)nc3c(c(=O)c4ccccc4n3C)c2=O)cc1	-15.9	3.2	36.1	8.4	-38.8	0.8	-0.2	-1.4
Brc1ccc(/C=N/Nc2nc3ccccc3o2)cc1	7.8	6.1	-69.5	-93.5	-104.9	8.5	-1.0	5.3
O=C(CCc1ccccc1)Nc1cc(S(=O)(=O)N2CCOCC2)ccc1N1CCCC1	1.9	1.5	-7.5	-7.8	-4.1	-0.1	-1.1	10.4
O=c1c(O)c(-c2ccc3c(c2)OCO3)oc2ccccc12	-2.0	9.4	48.8	-53.3	-20.2	5.1	4.6	27.1
COC(=O)[C@@H]1C[C@@]2(O)[C@@H](O)[C@@H](O)[C@@H](O)C[C@H]2N1Cc1cc(OC)cc(OC)c1	-26.3	0.1	23.0	14.5	13.4	0.2	-6.0	-3.8
COCCCn1c2nc3ccccc3nc2c2c(=O)n(Cc3ccccc3Cl)cnc21	9.1	4.3	24.9	-10.0	10.7	-0.4	-2.6	-9.9
O=C(NCCc1c[nH]c2ccccc12)/C(=C/c1cccnc1)NC(=O)c1ccco1	-6.8	0.6	3.9	8.5	13.9	0.5	-1.7	-13.3
COc1cc(-c2cc(C(F)(F)F)n3ncc(C(=O)O)c3n2)cc(OC)c1OC	-7.5	0.5	18.9	-5.8	13.8	0.1	-1.1	8.2
O=[N+]([O-])c1cccc(Nc2nc(Cl)nc(Cl)n2)c1	14.2	1.3	11.3	-0.5	8.0	-2.9	-0.2	8.3
CCc1nnc(NC(=O)c2nc3nc(C)cc(C)n3n2)s1	6.6	1.4	2.8	3.4	5.1	0.0	-2.6	5.1
CCOc1ccccc1NC(=O)CC1NCCNC1=O (stereo not drawn)	12.6	-1.3	6.5	0.0	11.6	-2.0	-3.1	0.0
O=C(N1CCCC1)C(F)(F)Oc1ccc(F)cc1	-11.6	0.6	12.7	-4.8	4.7	-1.7	-1.3	12.1
CCOC(=O)c1ccc(NC(=O)c2ccccc2)cc1	-3.3	2.4	-64.8	-58.3	-81.2	7.0	3.4	15.0
CC(=O)c1cccc(NC=C2C(=O)OC3(CCCCC3)OC2=O)c1	4.6	-0.9	1.2	-10.6	-10.2	0.7	-5.1	38.4
COc1ccc(OC)c(NC(=O)C2CC(C)=C(C)CC2C(=O)O)c1 (stereo not drawn)	2.4	-2.3	-12.7	3.1	-1.3	-0.3	-3.3	4.7
CC1=NN(c2ccc(C)cc2)C(=O)/C1=C\C=C\c1ccccc1	8.5	-1.5	41.5	-1.0	-61.0	0.0	-1.4	15.7
CCCCOC(=O)N1CCOCCOCCN(C(=O)OCCCC)CCOCCOCC1	5.2	-0.6	-6.4	2.9	-9.3	-0.2	-7.1	22.3
Cc1cccc(C)c1NS(=O)(=O)c1ccc(-c2ccc(=O)[nH]n2)o1	-38.0	-1.6	21.3	-6.4	13.8	-1.2	1.5	-10.7

# 4 entries picked at random from the list so far:
SMILES	APJ antagonist	XBP1 UPR activ	Mdm2 MdmX PPI	Jurkat NFkB inh	697 NFkB inh	CHOP UPR activ	APJ ag	tim23-1 inh
O=C(CCc1ccccc1)Nc1cc(S(=O)(=O)N2CCOCC2)ccc1N1CCCC1	1.9	1.5	-7.5	-7.8	-4.1	-0.1	-1.1	10.4
CCOC(=O)c1ccc(NC(=O)c2ccccc2)cc1	-3.3	2.4	-64.8	-58.3	-81.2	7.0	3.4	15.0
CC1=NN(c2ccc(C)cc2)C(=O)/C1=C\C=C\c1ccccc1	8.5	-1.5	41.5	-1.0	-61.0	0.0	-1.4	15.7
COC(=O)[C@@H]1C[C@@]2(O)[C@@H](O)[C@@H](O)[C@@H](O)C[C@H]2N1Cc1cc(OC)cc(OC)c1	-26.3	0.1	23.0	14.5	13.4	0.2	-6.0	-3.8

# Continued.
SMILES	APJ antagonist	XBP1 UPR activ	Mdm2 MdmX PPI	Jurkat NFkB inh	697 NFkB inh	CHOP UPR activ	APJ ag	tim23-1 inh
COc1ccc(NC(=O)c2c3c(nc4ccccc24)CCC3)cc1	-0.5	1.6	17.7	11.7	6.2	-1.7	-2.8	-3.1
CC1CN(S(=O)(=O)c2cccc3nsnc23)CC(C)O1 (stereo not drawn)	10.7	-3.1	9.9	4.3	16.5	-2.0	-3.8	13.6
Cc1c(NS(=O)(=O)c2cc(C(=O)NCc3ccco3)cc(Cl)c2Cl)c(=O)n(-c2ccccc2)n1C	9.7	-5.4	-5.0	6.7	10.7	0.6	8.8	14.3
CN(C)CCCn1c(=S)[nH]c2sc3c(c2c1=O)CCCC3	14.0	6.8	-15.0	-24.5	-8.7	3.0	-3.9	13.5
CC(=O)N/N=C/c1cc([N+](=O)[O-])ccc1OCCOc1ccccc1	20.0	-1.4	2.0	15.2	18.8	0.2	-2.4	6.9
CC(C)NC(=O)NC(=O)COC(=O)c1ccccc1O	4.8	0.5	-4.1	-3.7	12.3	0.5	-0.1	2.8
O=C(c1ccco1)N1CCN(c2ncnc3scc(-c4cccs4)c23)CC1	6.5	-1.3	23.7	1.7	-15.2	-0.2	1.4	37.7
CCNc1cc(S(=O)(=O)C(F)(F)F)ccc1N	-10.9	-1.1	6.9	8.6	-12.8	-0.9	-0.4	13.2
Cc1sc2ncnc(SCC(=O)N(C)C3CCS(=O)(=O)C3)c2c1C (stereo not drawn)	20.7	-0.3	-32.2	6.3	7.9	-0.9	-6.4	3.9
CN1C(=O)NC(NC(=O)C2CCCCC2)(C(F)(F)F)C1=O (stereo not drawn)	-5.5	-1.2	-1.2	-13.4	0.3	-2.0	-0.1	-9.7
O=C(COC(=O)c1ccccc1Oc1ccccc1)NCc1ccco1	4.6	-2.3	-2.4	-13.9	16.0	-0.9	0.9	30.0
COc1ccc(C(=O)NCC(=O)OCc2ccc(F)cc2Cl)cc1OC	1.4	-1.5	10.6	6.4	11.2	1.6	-3.4	10.2
O=C(Nc1ccccc1)O/N=C(\c1ccccc1)c1ccccn1	-11.0	-1.8	17.1	-19.5	-1.8	0.5	-1.4	-8.4
Cc1cc(NC(=O)C2CC=CCC2C(=O)O)no1 (stereo not drawn)	-5.7	0.8	-11.9	-4.3	-5.5	-1.0	4.8	1.4
COc1ccc(C)cc1-n1nnnc1SCC1CCCCO1 (stereo not drawn)	-0.2	-1.9	3.3	-17.7	11.9	-1.5	4.1	18.9
CN1CCc2c(sc3c2C(=O)NC(c2ccc(-c4cccc(Cl)c4)o2)N3)C1 (stereo not drawn)	2.0	0.7	5.5	-1.6	10.6	2.4	0.4	1.5
CC(=O)c1cccc(NC(=O)COC(=O)c2cccc(N3C(=O)c4ccccc4C3=O)c2)c1	0.0	0.5	12.5	-21.2	-3.1	0.5	-3.3	9.9
O=C(Nc1ccc(OCC(=O)N2CCOCC2)cc1)Nc1cccc2ccccc12	4.5	-4.7	32.1	19.5	15.0	-0.8	-3.4	5.4
CCOc1ccc(NC(C)C(=O)N/N=C/c2cccs2)cc1 (stereo not drawn)	27.0	0.6	-10.7	12.2	-22.5	4.5	-2.6	-6.1
CCOC(=O)N1CCN(C(=O)c2cnc3n(c2=O)CCS3)CC1	17.8	-2.9	18.2	-7.2	11.2	-0.9	2.9	12.8
O=C(/C=C/c1ccco1)Nc1ccccc1C(=O)O	-8.2	-1.8	-19.8	-9.7	-50.9	4.4	-2.9	6.8
Clc1cc(Cl)cc(CN2CCSCC2)c1	-15.8	-0.7	30.2	15.4	7.3	2.1	2.3	14.8
CCCOC(=O)Nc1cccc(C(C)=O)c1	-4.3	0.1	17.8	-4.9	11.7	0.7	8.0	37.3
CC(C)C[C@@H](CSc1ccc(Br)cc1)N1CCN(CC(C)C)CCC1=O	-0.6	1.2	27.0	-31.1	-20.1	3.4	-6.1	4.2
C=CCNC(=S)NNC(=O)c1ccc(OC(C)C)cc1	-11.0	-1.1	4.9	5.7	8.1	-2.1	-1.0	10.6
CCN(CC)CCNC(=O)c1ccc(NC(=O)c2cn(-c3ccccc3)nc2-c2cccs2)cc1	-0.8	7.1	98.2*	-29.2	-3.8	4.8	-0.7	13.5
CCCCCCCCOC(=O)c1c(CSC(=N)N)n(C)c2cc(Br)c(OC(C)=O)cc12	-0.9	-7.9	-4.7	15.5	-8.3	0.0	-2.2	38.7
CCOC(=O)c1ccccc1NC(=O)c1cccc([N+](=O)[O-])c1	-1.4	-3.5	5.2	13.7	-2.0	0.1	-5.0	-20.2
COCC(=O)Nc1ccc(Br)cc1	0.4	0.4	6.4	6.2	14.2	-1.0	3.4	-3.8
Cc1ccc(/C=N/NC(=O)c2cc3c(ccc4ccccc43)o2)o1	-49.1	0.1	11.9	1.9	12.8	2.9	14.3	56.5*
